Source: PubChem (National Center for Advancing Translational Sciences (NCATS))
TGFb inhibitor: blocks TGF-b signaling | Potency, µM (highest dose often 46.1 µM), inactives show at the top dose activity, negative = inhibition, most hits filed as inhibitors | AID 588855 | actives 1.2% (n = 410,000) | HepG2 CAGA-GFP TGF-b/SMAD3 reporter, GFP fluorescence, 18 h; TGF-beta stimulated, 500 pg/mL final; also: % is scaled to controls: 0 for no effect and ±100 for the full control effect; nearly all actives have a fitted effect of over 65% in size
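Per well, imaged GFP fluorescence of HEPG2 CAGA-GFP cells gives the signal; cells get compound, then TGF-beta (500 pg/mL final), 18 h at 37 degrees C; %Activity versus -TGF-beta and +DMSO controls.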
HepG2 tox: HepG2 cytotoxicity, counter-screen for TGF-b inhibitors | AID 588856 | HepG2 CAGA-GFP viability, ATP luminescence, 18 h | actives 0.76% (n = 410,000) | Potency, µM (top dose mostly 46.1 µM), for the others: at the top dose activity change, negative = cytotoxicity, usual class: cytotoxic; also: some results filed as inactive show a strong effect at the top dose
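CellTiter-Glo luminescence gave cytotoxicity after 18 hours at 37 degrees C. The cells were HepG2 CAGA-GFP in 1% FBS DMEM, stimulated with 500 pg/mL TGF-beta after compound addition. %Activity was normalised to no-cell wells (complete cell-killing) and DMSO (no toxicity), and curves were fitted and classified.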
A549 tox: counter-screen for Nrf2 inhibitors: cytotoxicity in A549 cells. A549 ARE-Fluc cells, CellTiter-Fluor viability, 18-24 h. Potency, µM (series often up to 46 µM), inactives show at the highest dose activity change, negative = cytotoxicity, most hits filed as inhibitors. actives 0.16% (n = 390,000). AID 504648; also: % is scaled to controls: 0 for no effect and ±100 for the full control effect
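Cytotoxicity counterscreen: CellTiter-Fluor fluorescence was measured in A549 ARE_Fluc cells after 18-24 h of compound exposure in a concentration series. The subsequent BugLite luminescent read reports ARE-luciferase activity.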
ATXN2 expr inh: inhibitors of ATXN2 expression; HEK-293 ATXN2-luciferase reporter, luminescence, 24 h; Potency, µM (titrated, usually from 57 µM), for the others: at the top dose activity change, negative = inhibition, usual class: inhibitors; actives 0.72% (n = 360,000); AID 1745845; also: % is scaled to controls: 0 for no effect and ±100 for the full control effect; nearly all actives have a fitted effect of over 55% in size
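ATXN2-luciferase reporter cells (luciferase flanked by upstream and downstream ATXN2 gene portions) were treated 24 h at 37 °C with compounds at up to 57 uM. SteadyGlo luminescence gave expression; GF-AFC fluorescence gave viability.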
Nrf2 block: Nrf2 pathway inhibition | AID 504444 | Potency, µM (highest dose often 46 µM), inactives show at the highest dose activity change, negative = inhibition, most hits filed as inhibitors | A549 ARE-Fluc reporter, luciferase luminescence, 18-24 h | actives 2.1% (n = 360,000); also: % is scaled to controls: 0 for no effect and ±100 for the full control effect; nearly all actives have a fitted effect of over 60% in size
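Cells were seeded and rested 2 h, then exposed to compounds for 18-24 h. CellTiter-Fluor was read first as a viability measure. BugLite was added 15 min before the final luminescent read of ARE-luciferase activity in A549 cells.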
Nrf2 ARE act: activates Nrf2 signaling; actives 0.31% (n = 410,000); AREc32 ARE-luciferase reporter (MCF7-derived line), luminescence, 24 h; Potency, µM (top dose mostly 46.1 µM), for the others: at the highest dose activation, actives largely listed as activators; also: % of control where 0% means no effect; nearly all actives have a fitted effect of over 65% in size
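For detection, Steady-Glo was added and plates sat 30 min at RT; before that, AREc32_Fluc cells grown overnight in OPTI-MEM/5% FBS had been treated with 23 nL compound for 24 hr at 37 deg C.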
S2 tox: cell viability loss in ATXN counter-screen; S2 cells (HEK-293 line with an ATXN2-luciferase reporter) viability, CellTiter-Fluor protease fluorescence, 24 h; Potency, µM (titrated, usually from 56.7 µM), usual class: cytotoxic; actives 0.49% (n = 400,000); also: nearly all actives have a fitted effect of over 40% in size
EPAC2 antagonist: blocks human EPAC2 exchange factor; Potency, µM (top dose mostly 114 µM), inactives show at the highest dose activity, negative = inhibition, most hits filed as inhibitors; Q8WZA2; AID 720708; EPAC2 GEF exchange of Rap1B-BODIPY-GDP, fluorescence; actives 0.18% (n = 360,000); also: % is scaled to controls: 0 for no effect and ±100 for the full control effect; nearly all actives have a fitted effect of over 45% in size; many of its hits are not listed in these tables
Target sequence (Q8WZA2 whole entry, looked up): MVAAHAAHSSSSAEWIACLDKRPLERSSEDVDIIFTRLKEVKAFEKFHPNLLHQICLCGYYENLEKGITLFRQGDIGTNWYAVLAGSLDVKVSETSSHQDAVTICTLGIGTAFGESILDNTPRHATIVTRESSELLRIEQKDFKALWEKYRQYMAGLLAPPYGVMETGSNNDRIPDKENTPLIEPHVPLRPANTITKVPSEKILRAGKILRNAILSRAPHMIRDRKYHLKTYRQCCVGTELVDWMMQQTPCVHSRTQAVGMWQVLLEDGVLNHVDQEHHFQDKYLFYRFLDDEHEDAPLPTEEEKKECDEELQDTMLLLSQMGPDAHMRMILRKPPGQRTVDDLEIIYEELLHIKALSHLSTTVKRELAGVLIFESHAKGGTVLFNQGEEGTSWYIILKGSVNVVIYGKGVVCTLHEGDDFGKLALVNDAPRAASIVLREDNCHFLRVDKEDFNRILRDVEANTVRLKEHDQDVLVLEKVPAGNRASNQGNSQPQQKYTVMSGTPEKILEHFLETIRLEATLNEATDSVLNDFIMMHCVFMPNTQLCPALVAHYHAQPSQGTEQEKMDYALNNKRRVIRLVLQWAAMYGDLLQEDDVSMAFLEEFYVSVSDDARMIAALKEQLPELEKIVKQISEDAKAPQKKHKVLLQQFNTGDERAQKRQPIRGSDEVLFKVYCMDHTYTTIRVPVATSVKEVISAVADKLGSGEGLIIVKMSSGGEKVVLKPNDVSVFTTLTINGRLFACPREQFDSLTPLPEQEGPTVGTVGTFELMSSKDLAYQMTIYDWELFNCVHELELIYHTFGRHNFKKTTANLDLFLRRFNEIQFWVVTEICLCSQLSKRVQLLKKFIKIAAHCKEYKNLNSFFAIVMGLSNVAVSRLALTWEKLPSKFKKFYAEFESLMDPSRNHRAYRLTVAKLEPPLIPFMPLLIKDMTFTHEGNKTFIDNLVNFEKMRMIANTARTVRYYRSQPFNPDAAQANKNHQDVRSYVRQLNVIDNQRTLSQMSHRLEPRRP
MCF10A rerep: induces DNA re-replication in MCF 10a normal breast cells. AID 624296. MCF 10A DNA re-replication, Hoechst nuclear intensity, 48 h. actives 2.9% (n = 350,000). Potency, µM (series often up to 46.1 µM), inactives show at the highest dose activity, positive = re-replication, actives largely listed as activators; also: % of control where 0% means no effect; nearly all actives have a fitted effect of over 50% in size
An asterisk follows results filed as active; i = inactive; ? = inconclusive; . = no result given; & = joins results of further samples; ! = not active in a repeat; [ ] = remark or other dose. Calls follow the shape of the dose curve; as a rule, active = well fitted curve in the direction sought with a large enough effect; inconclusive = small, poorly fitted or top-dose-only effect, or another doubt; inactive = no such curve, though single readings can be large; an effect the other way counts as inactive or inconclusive. Potency is read from the fitted curve at half-maximal effect.

SMILES | TGFb inhibitor | HepG2 tox | A549 tox | ATXN2 expr inh | Nrf2 block | Nrf2 ARE act | S2 tox | EPAC2 antagonist | MCF10A rerep
Cc1ccc(S(=O)(=O)NCCC(=O)Nc2ccc(C)c(Cl)c2)cc1C | ? | -35% | -3% | 4% | -4% | -0.8% | i | -15% | ?
Cc1nnsc1C(=O)Oc1ccc(Cl)cc1 | 4% | 4% | 0% | 0% | 0% | 0.5% | i | . | .
COc1cc(S(=O)(=O)NCc2ccncc2)c(OC)cc1Br | -1% | 32% | -10% | -8% | ? | -0.1% | ? | 11% | 7%
Cc1nc2c3cccnc3nn2c(C)c1CCC(=O)NCc1ccccc1 | 1% | -8% | -1% | 6% | ? | 0.3% | i | . | .
Cc1ccc2[nH]c(-c3ccccc3)c(CN3CCN(C)CC3)c(=O)c2c1 | ? | -22% | 2% | -4% | 18% | 1.8% | i | -14% | 3%
Nc1nonc1-n1nnc(C(=O)N/N=C/c2cccc(Cl)c2)c1CN1CCCC1 | -1% | 0% | 2% | -4% | -7% | 0.3% | i | -3% | 18%
C=CCn1c(SCCC#N)nnc1-c1ccncc1 | 3% | 0% | . | 5% | -24% | -0.8% | i | 9% | 8%
c1ccc(N2CCN(c3cnccn3)CC2)nc1 | 6% | -15% | 8% | 11% | -9% | 0.4% | i | -6% | 1%
CN1C(=O)[C@H]2[C@@H](c3ccc(C(F)(F)F)cc3)N[C@]3(CCCN(Cc4ccc(F)cc4)C3=O)[C@H]2C1=O | -9% | 3% | . | -4% | . | 0.3% | i | -1% | .
CCN1CCN(CCCNC(=O)CCC(=O)N2CCOc3ccc(Cl)cc32)CC1 | 2% | 1% | -3% | 10% | 9% | -0.7% | i | -3% | 2%
Cc1cc(Cl)ccc1NC(=O)CSc1n[nH]c(N)n1 | 5% | -6% | 3% | 8% | -8% | 0.3% | i | -1% | -4%
COc1ccc(CC2(CO)COc3ccccc3C2=O)cc1 (centres undefined) | -8% | 4% | -11% | -22% | -7% | -0.6% | i | 17% | ?
CC(=O)Nc1ccc(S(=O)(=O)N2CCN(c3nc(C)cc(C)n3)CC2)cc1 | 2% | 2% | 2% | -13% | 2% | -0.3% | ? | -11% | ?
Nc1cc(=O)[nH]c(SCC(=O)NCC2CCCO2)n1 (centres undefined) | -11% | 4% | -8% | -4% | 15% | -0.9% | i | 2% | -2%
CCN(c1ccccc1)S(=O)(=O)c1ccc(Oc2ccc([N+](=O)[O-])cc2)nc1 | ? | -26% | -6% | -8% | ? | -0.6% | i | 2% | 4%
Cc1c(NC(=S)NCc2ccc(F)cc2)cccc1[N+](=O)[O-] | 0% | -3% | 0% | 8% | -12% | 0.0% | i | 5% | -1%
Cc1ccc2sc(C)[n+](CCCS(=O)(=O)[O-])c2c1 | -1% | -21% | 6% | -6% | 7% | 2.9% | i | 14% | -13%
CN1CCN(C(=O)c2cc(COc3c(F)cccc3F)on2)CC1c1ccccc1 (centres undefined) | -5% | -20% | 7% | 13% | -4% | 3.1% | i | ? | 23%
S=C(NCc1ccccn1)Nc1ccc(Cl)cc1 | -24% | -1% | 10% | 9% | 5% | 7.2% | i | -4% | ?
Cc1cccc(/C(N)=N/OC(=O)c2ccco2)c1 | 16% | -1% | 3% | 62%[activator] | ? | ? | i | -9% | 0%

Reprinted from the part before: 2 compounds, then new ones.
SMILES | TGFb inhibitor | HepG2 tox | A549 tox | ATXN2 expr inh | Nrf2 block | Nrf2 ARE act | S2 tox | EPAC2 antagonist | MCF10A rerep
S=C(NCc1ccccn1)Nc1ccc(Cl)cc1 | -24% | -1% | 10% | 9% | 5% | 7.2% | i | -4% | ?
Cc1cccc(/C(N)=N/OC(=O)c2ccco2)c1 | 16% | -1% | 3% | 62%[activator] | ? | ? | i | -9% | 0%
Cc1cccc(C(=O)N2CCCC(Nc3ccc(C(C)C)cc3)C2)n1 (centres undefined) | -1% | 0% | -10% | 3% | -7% | 0.4% | i | 8% | 6%
C[C@@H]1CN([C@@H](C)CO)C(=O)c2cc(NS(=O)(=O)c3cccs3)ccc2O[C@H]1CN(C)Cc1ccc(C(F)(F)F)cc1 | ? | -18% | ? | ? | ? | 1.3% | ? | -19% | -3%
Nc1c(C(=O)N2CCOCC2)sc2nc3c(cc12)CCC3 | 2% | -2% | 5% | 0% | 6% | 0.1% | i | 16% | -3%
CCCc1cc(=O)[nH]c2nnc(SCCC(C)C)n12 | 1% | -1% | -14% | . | . | 0.5% | . | . | .
O=C(N/N=C/c1cc([N+](=O)[O-])cc([N+](=O)[O-])c1O)C(O)(c1ccccc1)c1ccccc1 | -9% | -5% | -16% | 51%[activator] | 1% | 2.2% | i | ? | -2%
Cc1noc(C)c1S(=O)(=O)N1CCC(C(=O)NCCCN2CC(C)CC(C)C2)CC1 (centres undefined) | -3% | -15% | 3% | -9% | -9% | -1.0% | i | 3% | 8%
CC(C)NC(=O)c1ccccc1-c1ccccc1 | 9% | 11% | ? | 2% | -6% | -0.5% | i | -1%[57.1 µM] | 0%
C/C(=N\Nc1ccc(C(F)(F)F)cn1)c1ccncc1 | -5% | 45% | 27% | 13% | 2% | ? | i | -7% | 13%
Cc1n[nH]c(C)c1CCC(=O)N/N=C/C=C/c1ccccc1 | -17% | -25% | 3% | . | 11% | 5.0% | i | -5% | ?
CCc1ccc(NC(=O)Cn2c(=O)n(-c3ccc(OC)cc3)c(=O)c3ccc(C(=O)NCc4ccc(C)cc4)cc32)cc1 | 0% | -17% | 4% | . | ? | -1.3% | . | . | .
CC(C)CNC(=O)c1cccc(C(=O)NCC(C)C)c1 | -11% | -23% | -5% | -6% | 9% | -0.7% | i | 2% | -6%
CC(NC(=O)CNC(=O)c1ccccc1F)c1ccc(-n2ccnc2)cc1 (centres undefined) | 0% | -12% | 1% | 5% | -16% | -1.0% | i | 4% | 2%
COc1ccc(-n2c(=O)[nH]c3cc(C(=O)NCCc4ccccc4)ccc3c2=O)cc1OC | -12%&-19% | -47%&-31% | -13%&2% | 10%&-13% | 13µM*! | 0.0%&-1.3% | i | -4% | 1%
Cc1ccc([N+](=O)[O-])cc1NC(=O)C(C)NS(=O)(=O)c1ccc(F)cc1 (centres undefined) | -1% | -2% | 4% | 5% | -11% | -0.4% | i | 1% | -4%
CCC(C)NC(=O)COC(=O)c1cc([N+](=O)[O-])ccc1Sc1nc(C)cs1 (centres undefined) | 15% | -7% | -1% | 8% | ? | ? | i | -3% | ?
CCCN(CCC)C(=O)C1CCN(c2ncnc3c2nc2n3CCCCC2)CC1 | -8% | -5% | 0% | . | 16% | -0.9% | . | . | .
COc1cc2c(cc1OC)C(=O)N1[C@H]3c4cc(C)ccc4OC[C@@H]3[C@H](c3ccccc3)[C@]1(C)C(=O)N2 | -5% | 2% | -11% | -12% | 26% | 4.3% | i | 0% | 15µM*
Cc1ccnc(NC(=O)c2cc(F)c(F)cc2Cl)n1 | -13% | -15% | 1% | 1% | -5% | 2.1% | i | 19% | -2%
CCCCCc1cc(=O)oc2c(C(CCN3CCCCC3)c3ccc4c(c3)OCO4)c(OC)cc(OC)c12 (centres undefined) | 18µM* | -93% | -13% | 32µM* | 14% | -3.7% | 18µM* | 1% | 34%
COc1cc2nc3occc3c(OC)c2cc1OC | ? | 7% | 1% | -7% | ? | 4.6% | i | 7% | -2%
COc1ccc(Cl)cc1C(=O)NCC(C)C | -1% | 4% | -2% | 3% | 5% | 0.0% | i | 5% | 0%
C#CCSc1nnc(CSc2nc3ccccc3s2)n1-c1ccccc1 | 0% | -5% | -17% | -18% | ? | 6.7% | i | -2% | ?
CC1(C)Cc2c(sc3nc4n(-c5ccccc5)cnn4c(=O)c23)CO1 | 14% | 15% | 0% | -24% | 8% | -0.6% | i | 2% | 0%
Cc1cccc(NC(=O)Cn2nnc(C(=O)NCc3ccco3)c2N)c1 | 3%&-23% | -3%&-9% | -6%&13% | 0%&-1% | 7%&10% | 0.2%&5.7% | i | 4% | -12%
CS(=O)(=O)N(Cc1ccc(Cl)cc1)c1ccc(C(=O)Nc2cccnc2)cc1 | 28% | -22% | -19% | 4% | 16µM* | -0.2% | i | -1% | 16%
Cc1ccccc1-c1noc(CNC(=O)COc2ccccc2)n1 | 0% | 2% | -1% | 8% | 3% | 1.1% | i | -9% | -5%
O=C(CSc1ncn[nH]1)c1cccc([N+](=O)[O-])c1 | -11% | 10% | 4% | -3%[11.3 µM] | -8% | 0.2% | i | -4% | ?
Cc1ccc(CNC(=O)c2cc(C3CC3)nc3c2cnn3C(C)C)cc1 | -3% | -7% | -12% | . | ? | 3.8% | i | -18% | -1%
COc1ccccc1CCNC(=O)CSc1nnc2ccc(-c3ccncc3)nn12 | 9% | -4% | 6% | -6% | -18% | 0.5% | i | 6% | -1%
Cc1ccc(S(=O)(=O)N2CCN(c3ccccc3)CC2)cc1C(=O)NC1CCCCC1 | ? | -2% | -1% | -12% | ? | -0.1% | i | 2% | 2%
COc1ccc(-c2csc(NC(=O)c3ccc(S(C)(=O)=O)cc3)n2)cc1 | -1% | -29% | 7% | 14%[11.3 µM] | 11% | 5.1% | i | -4% | ?
CCn1nc(C(=O)OCC(=O)Nc2nc(-c3ccc(OC)cc3)cs2)c2ccccc2c1=O | -10% | 2% | -3% | 23% | ? | -0.3% | i | -9% | 5%
O=C(CSc1ncnc2nc[nH]c12)c1ccc2ccccc2c1 | -3% | -32% | -3% | 15% | ? | 7.3% | i | 4% | 28%
CCC1Oc2ccccc2N(CC(=O)Nc2ccc(OC)cc2OC)C1=O (centres undefined) | -2% | -12% | 9% | 16% | . | -0.2% | i | -6% | -2%

Complete entries as entered above.
Profile of CN1C(=O)[C@H]2[C@@H](c3ccc(C(F)(F)F)cc3)N[C@]3(CCCN(Cc4ccc(F)cc4)C3=O)[C@H]2C1=O = TGFb inhibitor = -9%; HepG2 tox = 3%; A549 tox = .; ATXN2 expr inh = -4%; Nrf2 block = .; Nrf2 ARE act = 0.3%; S2 tox = i; EPAC2 antagonist = -1%; MCF10A rerep = .
Profile of Nc1nonc1-n1nnc(C(=O)N/N=C/c2cccc(Cl)c2)c1CN1CCCC1 = TGFb inhibitor = -1%; HepG2 tox = 0%; A549 tox = 2%; ATXN2 expr inh = -4%; Nrf2 block = -7%; Nrf2 ARE act = 0.3%; S2 tox = i; EPAC2 antagonist = -3%; MCF10A rerep = 18%

Only part of the results is shown; the hit share may differ from the screen's.
